# IL-2 act – qHTS of IL-2 Activators; hit rate 0.065% among 360,000; activation, % (series mostly up to about 46 µM); IL-2 activation reporter assay, cell-based qHTS; stimulated with anti-CD3/CD4/CD28 beads; in transgenic mouse T cells; in the data active = activation above about 50%; inconclusive = mostly about 30% to 49%; also: 0% is about no effect
#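 Unstimulated transgenic mouse T cells; 60-min compound exposure; bead-based TCR/CD4/CD28 stimulation; 18 h culture, 37 degrees C; dual fluorescence (EGFP, DsRed) plate cytometry.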
# HEK293 tox – qHTS of GLP-1 Receptor Inverse Agonists: Cytotox Screen. HEK293 cAMP-luciferase reporter cells, luminescence, 24 h. hit rate 0.13% among 410,000. Potency, µM (series often up to 38.3 µM), for inactives: top-dose activity change, negative = inhibition, most hits filed as inhibitors;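 also: loss of luciferase light is scored as toxicity; potency is read from the fitted curve at half-maximal effect; % is scaled to controls: 0 for no effect and ±100 for the full control effect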
#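 Compound-treated cells are incubated 24 hr at 37 deg C under 5% CO2 after a 12 hour attachment period, then luciferase detection reagent is added and luminescence is measured following 12 min at room temperature; lowered signal indicates toxicity.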
# EPAC1 agonist – qHTS for Agonist of cAMP-regulated guanine nucleotide exchange factor 3 (EPAC1): primary screen; EPAC1 agonist qHTS, biochemical assay; response scale: 100% = response to 6.5 mM cAMP; Potency, µM (top dose mostly 154 µM), without a hit: top-dose activation, actives largely listed as activators; Rap guanine nucleotide exchange factor 3 (Homo sapiens), O95398; hit rate 0.073% among 360,000; also: potency is read from the fitted curve at half-maximal effect; nearly all actives have a fitted effect of over 60% in size
#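 EPAC1 100 nM, Rap1B–BODIPY-GDP 250 nM, unlabeled GDP 50 uM; compound titration; 5 min RT; kinetic read ex480/em540 at 5-min intervals ×30 min; data normalized to 6.5 mM cAMP agonist control.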
# EPAC1 antag – qHTS for Antagonist of cAMP-regulated guanine nucleotide exchange factor 3 (EPAC1): primary screen; Rap guanine nucleotide exchange factor 3 (Homo sapiens), O95398; EPAC1 GEF assay, Rap1b-BODIPY-GDP exchange fluorescence; Potency, µM (titrated, usually from 115 µM), inactives show at the top dose activity change, negative = inhibition, usual class: inhibitors; hit rate 0.14% among 360,000; AID 720709, 2013;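 also: potency is read from the fitted curve at half-maximal effect; plate controls were vehicle for no effect and positive control for full effect; nearly all actives have a fitted effect of over 50% in size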
# PTHR1 ag – qHTS for PTHR1 Agonists: Primary Screen. AID 743266, 2014. Parathyroid hormone/parathyroid hormone-related peptide receptor (Homo sapiens), Q03431. HEK293 GP2 PTHR1 cells, GloSensor cAMP luminescence, 1 h. hit rate 0.075% among 410,000. Potency, µM (titrated, usually from 115 µM), inactives show top-dose activation, actives largely listed as activators; also: potency is read from the fitted curve at half-maximal effect; nearly all actives have a fitted effect of over 55% in size; some results filed as inactive show a strong effect at the top dose; inactives centre near -15; many of its hits are not listed in these tables
# Target sequence (Q03431 whole entry, looked up): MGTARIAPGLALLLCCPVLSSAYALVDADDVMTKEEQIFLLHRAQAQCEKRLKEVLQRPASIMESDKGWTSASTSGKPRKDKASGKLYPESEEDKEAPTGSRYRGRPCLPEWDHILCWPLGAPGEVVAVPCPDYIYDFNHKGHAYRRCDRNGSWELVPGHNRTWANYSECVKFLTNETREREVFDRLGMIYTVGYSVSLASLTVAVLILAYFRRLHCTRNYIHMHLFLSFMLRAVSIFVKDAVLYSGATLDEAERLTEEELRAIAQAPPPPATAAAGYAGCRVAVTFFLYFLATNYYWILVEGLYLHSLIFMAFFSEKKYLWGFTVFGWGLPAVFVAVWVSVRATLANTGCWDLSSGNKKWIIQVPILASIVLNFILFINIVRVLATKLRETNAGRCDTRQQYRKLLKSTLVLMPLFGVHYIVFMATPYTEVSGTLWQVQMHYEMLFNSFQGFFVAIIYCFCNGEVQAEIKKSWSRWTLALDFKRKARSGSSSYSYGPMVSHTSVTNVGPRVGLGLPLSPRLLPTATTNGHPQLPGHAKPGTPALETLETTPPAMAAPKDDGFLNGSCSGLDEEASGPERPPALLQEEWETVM
#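 HEK-293-derived GP2 cells expressing PTHR1 and a GloSensor cAMP reporter, 3,000/well, plated overnight, given luciferin plus IBMX (each 0.5 mM as added) for 1 h at 37 °C, then compound for 1 h at 37 °C. Luminescence was read after 15 min at room temperature.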
# GLP1R inv ag – qHTS of GLP-1 Receptor Inverse Agonists (Inhibition Mode); Potency, µM (doses to about 38.3 µM), without a hit: top-dose activity change, negative = inhibition, hits mostly inhibitors; Glucagon-like peptide 1 receptor (Homo sapiens), P43220; HEK293 GLP-1R CRE-luciferase, luminescence, 24 h; GLP-1R form is constitutively active; hit rate 1.6% among 410,000; also: potency is read from the fitted curve at half-maximal effect; % is scaled to controls: 0 for no effect and ±100 for the full control effect; nearly all actives have a fitted effect of over 55% in size
#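 Readout was luciferase luminescence, measured 12 min after detection reagent at room temperature. Beforehand, GLP-1R reporter HEK293 cells had sat 12 h, then received compounds for 24 hr at 37 deg C.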
# PI5P4K alpha inh – qHTS for Inhibitors of phosphatidylinositol 5-phosphate 4-kinase (PI5P4K); max response, %; hit rate 1.2% among 330,000; Phosphatidylinositol 5-phosphate 4-kinase type-2 alpha (Homo sapiens), P48426; AID 652105, 2013; PI5P4Kalpha enzyme, ADP-Glo luminescence, 60 min; active compounds read low; active = max response of -50% or lower; inconclusive = between -30% and -50%; inactive = -30% or higher; also: value at the top dose of about 77 µM; % is scaled to controls: 0 for no effect and ±100 for the full control effect
# Target sequence (P48426 whole entry, looked up): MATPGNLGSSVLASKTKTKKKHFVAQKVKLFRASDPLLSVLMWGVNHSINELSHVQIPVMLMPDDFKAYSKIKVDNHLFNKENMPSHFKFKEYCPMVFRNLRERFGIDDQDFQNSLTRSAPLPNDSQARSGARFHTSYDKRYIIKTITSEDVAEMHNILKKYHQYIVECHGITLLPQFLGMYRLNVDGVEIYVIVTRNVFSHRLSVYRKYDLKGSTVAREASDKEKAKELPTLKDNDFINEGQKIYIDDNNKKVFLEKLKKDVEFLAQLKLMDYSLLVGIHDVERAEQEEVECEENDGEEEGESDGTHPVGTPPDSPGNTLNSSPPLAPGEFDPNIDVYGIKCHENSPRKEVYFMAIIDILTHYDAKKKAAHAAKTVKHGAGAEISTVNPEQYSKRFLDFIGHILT
#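 ADP-Glo luminescence end-point after a 60 min room-temperature kinase reaction. PI5P4Kalpha and substrate in HEPES pH 7.4 buffer with EGTA, 0.1% CHAPS and 5% DMSO; ATP at 5 microM final.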
# PLK1 PBD block – qHTS for Inhibitors of PLK1-PDB (polo-like kinase 1 - polo-box domain): Primary Screen. Serine/threonine-protein kinase PLK1 (Homo sapiens), P53350. Plk1 PBD binding of FITC phosphopeptide, fluorescence polarization. Potency, µM, without a hit: max response, negative = inhibition, usual class: inhibitors. hit rate 2.8% among 360,000; also: potency is read from the fitted curve at half-maximal effect; series mostly up to about 57 µM; % is scaled to controls: 0 for no effect and ±100 for the full control effect; nearly all actives have a fitted effect of over 65% in size
# GLP1R ag – qHTS of GLP-1 Receptor Agonists; Potency, µM (titrated, usually from 45.6 µM), for the others: top-dose activation, actives largely listed as activators; Glucagon-like peptide 1 receptor (Homo sapiens), P43220; HEK293 GLP-1R CRE-luciferase, luminescence, 4-6 h; cells express a hypersensitive GLP-1R form; hit rate 0.007% among 380,000; also: potency is read from the fitted curve at half-maximal effect; % of control where 0% means no effect
# Starred values were filed as active, the others as inactive; i = inactive; ? = inconclusive; . = not tested or not shown; [ ] = remark or other dose. Unless noted, calls follow the shape of the dose curve; as a rule, active = well fitted curve in the direction sought with a large enough effect; inconclusive = small, poorly fitted or top-dose-only effect, or another doubt; inactive = no such curve, though single readings can be large; an effect the other way counts as inactive or inconclusive. An excerpt, so the mix of outcomes need not match the whole.
SMILES,IL-2 act,HEK293 tox,EPAC1 agonist,EPAC1 antag,PTHR1 ag,GLP1R inv ag,PI5P4K alpha inh,PLK1 PBD block,GLP1R ag
Cc1cc(C(=O)NC2CCCCC2)c(C)o1,1.4,-15%,9%,6%,-13%,-6%,-2,-2%,-4%
O=C(COC(=O)Cc1c(Cl)cccc1Cl)Nc1ccc2[nH]c(=O)[nH]c2c1,1.4,5%,9%,-6%,-14%,61%[activator],-20,3%,1%
COc1ccc(CCNC(=O)c2c(C)nn(-c3ccc(F)cc3)c2-n2cccc2)cc1OC,.,-21%,.,.,-20%,?,.,.,10%
Cc1nc(NC(=O)COC(=O)c2cc3c(s2)CCC(C)C3)c(Cl)cc1Cl (stereo not drawn),-1.1,2%,-1%,-3%,i,14%,-5,-5%,13%
COc1ccc(C(CNC(=O)c2oc3c(Cl)cccc3c2C)N2CCCC2)cc1 (stereo not drawn),-0.3,?,2%,1%,-59%[inhibitor],10µM*,1,2%,23%
COc1ccc2c(CNCc3cccs3)c(C(=O)O)n(Cc3ccc(F)cc3)c2c1,.,?,.,.,i,-17%,.,.,0%
COc1cccc(-n2c(SCC(=O)N3CCc4ccccc43)nc3c([nH]c4ccccc43)c2=O)c1,.,-7%,.,.,i,-15%,.,.,-1%
CCOc1cccc(/C=C(\C#N)C(=O)NC2CC2)c1,1.7,-7%,15%,3%,-42%[inhibitor],-23%,-4,-7%,-1%
CCOC(=O)c1ccc(S(=O)(=O)Nc2ccc3cn[nH]c3c2)cc1,-2.4,-4%,11%,13%,-18%[57.5 µM],4%,.,-6%,-1%
CCOc1ccccc1N1CCN(CC(O)COCc2cccs2)CC1 (stereo not drawn),1.3,1%,7%,10%,i,?,3,-6%,3%
COc1ccc(C(C)C)cc1S(=O)(=O)n1cnc(C)c1,-1.3,-2%,0%,3%,-17%,-16%,.,0%,1%
Cc1ccc(S(=O)(=O)N(C)C)cc1NC(=O)c1n[nH]c(=O)c2ccccc12,0.5,0%,-6%,2%,-19%,23%,0,-12%,11%
O=C1N=C(N2CCOCC2)S/C1=C\c1ccc(-c2ccccc2Cl)o1,1.2,19%[1.53 µM],-6%,13%,i,5%,-10,-15%,12%
COc1ccc([N+](=O)[O-])cc1NC(=O)Nc1cccc(Cl)c1,-0.7,?,-7%,9%,-30%[inhibitor],?,8,0%,-18%
COC(=O)c1ccc(N2C(=O)CC(SCC(=O)Nc3ccc(OC)cc3)C2=O)cc1 (stereo not drawn),-1.8,0%,15%,-2%,i,11%,-7,?,0%
O=C(Nc1nnc(-c2ccc(Cl)cc2)o1)c1ccccc1Br,3.5,-14%,-20%,-5%,-50%[inhibitor],?,1,2%,-12%
CC(C)N1CCC(N2CCN(Cc3cccc4nonc34)CC2CCO)CC1 (stereo not drawn),0.5,-3%,-4%,1%,i,6%,3,-6%,-1%
COc1ccc(-n2cc(CNCCc3cscn3)c(-c3ccccc3Cl)n2)cc1,-3.9,-18%,-2%,-9%,i,?,-3,-11%,17%
CC1CC(C)CN(c2ncc3c(n2)CC(c2ccc(Cl)cc2)CC3=O)C1 (stereo not drawn),3.1,11%,3%,-4%,?,64%[activator],.,-5%,-1%
O=C1CC(N2CCOCC2)C(=O)N1c1cc(Cl)cc(Cl)c1 (stereo not drawn),3.0,7%,1%,1%,i,22%,.,-17%,-11%
COc1cccc(CNC(=O)CCn2c(=O)oc3ccccc32)c1,-1.5,3%,7%,-9%,i,0%,.,-8%,1%
Cc1ccc(C)c(S(=O)(=O)N2CCN(c3nc(CN4CCOCC4)nc4sc(C)c(C)c34)CC2)c1,0.6,-16%,14%,-21%,-32%[inhibitor],?,1,-4%,14%
CCOC(=O)c1c(-c2ccccc2Cl)csc1NC(=O)c1cc(S(=O)(=O)N2CCOCC2)ccc1C,-0.3,-8%,0%,3%,-2%,?,1,11µM*,1%
COC(=O)CSc1nc2c(cnn2-c2ccc(Cl)cc2)c(=O)[nH]1,-1.6,2%,-6%,15%,-19%,8%,6,0%,-2%
COc1ccc(CCN2CC(C(=O)Nc3nccs3)CC2=O)cc1OC (stereo not drawn),-0.5,-26%,-2%,4%,-6%,1%,-6,1%,3%
Cc1ccccc1Nc1nnc(SCC(=O)c2cc3ccccc3o2)s1,-4.4,-57%,9%,-3%,i,-76%,-19,-2%,0%
CN(C)C1CN(Cc2cn(Cc3ccccc3)nn2)S(=O)(=O)C1 (stereo not drawn),-0.1,0%,15%,-20%,12%,9%,3,-10%,0%
O=C(CCCN1C(=O)c2cccnc2C1=O)N1CC(=O)N(CCc2ccccc2)C(=O)C1,-0.8,-1%,15%,0%,i,0%,2,-7%,-8%
CC(Oc1ccccc1)C(=O)Nc1cc(Cl)ccc1-n1cncn1 (stereo not drawn),-3.3,12%,1%,0%,i,0%,11,3%,7%
CCOC(=O)c1ccc(NC(=S)NCCCN2CCCC2=O)cc1,1.4,-1%,6%,6%,-29%,9%,-8,-26%,-5%
CCCCN(C)CCCNC(=O)C1CCN(S(=O)(=O)CCC)CC1,.,1%,.,.,7%,4%,.,.,-4%
Cc1c(C)c(C)c(S(=O)(=O)NCCc2ccccn2)c(C)c1C,-1.9,-16%,-12%,0%,-71%[inhibitor],-26%,-7,4%,1%
COc1cccc(NC(=O)Nc2cc(NC(=O)Nc3cccc(OC)c3)c(C)nc2C)c1,0.5,-27%,2%,3%,-15%,-29%,6,-20%,-8%
NS(=O)(=O)c1cccc(NC(=O)c2cccc(Oc3ccccc3)c2)c1,0.6,-9%,10%,-22%,i,?,9,-12%,4%
COC(=O)/C(=C/c1ccco1)NC(=O)c1ccc(Br)o1,-1.8,-2%,-1%,26%,-7%,-14%,-12,-7%,7%
COc1cc(NC(=O)C2=CC(c3ccc(C)cc3)=NS(=O)(=O)N2C)cc(OC)c1OC,-0.6,2%,2%,-29%,i,-22%,1,-3%,2%
CCOc1ccc(Nc2cc(C)nc(-n3nc(C)cc3C)n2)cc1,1.2,?,3%,-4%,-34%[inhibitor],?,3,-6%,21%
COC(=O)c1c(-c2ccc(SC)cc2)sc2ccc(OC)cc12,-0.2,0%,-28%,-18%,-75%[inhibitor],?,26,-15%,4%
CC(C)CNC(=O)CSc1nc2nn(-c3ccccc3)c(=O)c-2c2n1CCCCC2,-1.7,-12%,6%,3%,i,-9%,0,-13%,1%
COc1ccc([C@H]2C=C3CN(C(=O)OC(C)(C)C)S(=O)(=O)[C@H]3C[C@H]2OC(=O)c2cccs2)cc1,0.2,-1%,-18%,-19%,-3%,-17%,-3,-6%,5%
Cc1ccc(C(=O)Nc2ccc3[nH]c(=O)[nH]c3c2)c(C)c1,1.8,1%,-3%,-6%,-20%,3%,6,1%,-3%
COc1cc(OC)c(C(=O)NC23CC4CC(CC(C4)C2)C3)cc1OC,1.4,-29%,8%,-6%,-20%,?,3,-8%,2%
c1cncc(-c2nc(NCc3ccco3)c3ccccc3n2)c1,-3.3,-4%,-9%,10%,i,-2%,-3,-3%,8%
O=C(Nc1ccccc1-c1ccccc1)C1CCCC1,0.6,-19%,7%,-6%,i,?,2,3%,10%
O=C(CCn1c(=O)c2cccn2c2cccnc21)NCc1cccc(Cl)c1,-0.2,-2%,4%,-4%,i,4%,-1,6%,-4%

# 3 of the entries above in order of the PI5P4K alpha inh value, highest first.
SMILES	PI5P4K alpha inh
Cc1ccc(C(=O)Nc2ccc3[nH]c(=O)[nH]c3c2)c(C)c1	6
CCOc1ccc(Nc2cc(C)nc(-n3nc(C)cc3C)n2)cc1	3
O=C(CCn1c(=O)c2cccn2c2cccnc21)NCc1cccc(Cl)c1	-1

# More structures.
SMILES,IL-2 act,HEK293 tox,EPAC1 agonist,EPAC1 antag,PTHR1 ag,GLP1R inv ag,PI5P4K alpha inh,PLK1 PBD block,GLP1R ag
CC1(C)CC(=O)C=C(Nc2ccc(S(N)(=O)=O)cc2)C1,2.9,-9%,4%,6%,i,-22%,.,-1%,-9%
CCN(CC)S(=O)(=O)c1ccc(Cl)c(C(=O)Nc2cc(C)nn2-c2ccccc2)c1,3.0,0%,-1%,-12%,-14%,-25%,-3,-9%,-5%
Nc1c(N(Cc2ccco2)C(=O)c2ccccc2F)c(=O)[nH]c(=O)n1Cc1ccccc1,-1.3,14%,8%,10%,i,-9%,-1,-5%,-13%
O=C1C2C3C=CC(C3)C2C(=O)N1CCN1CCN(S(=O)(=O)/C=C/c2ccccc2)CC1 (stereo not drawn),1.8,-5%,5%,-6%,-13%,-20%,2,-11%,9%
CC1(C)Oc2nc3ccccc3n2/C1=C\C#N,0.4,3%,0%,4%,-14%[57.5 µM],13%,0,-7%,11%
COCCN(C(=O)COc1ccccc1C#N)c1c(N)n(Cc2ccccc2)c(=O)[nH]c1=O,-2.5,-7%,8%,-13%,i,10%,-3,-7%,6%
CCN1CCN(c2ccc(S(=O)(=O)N3CCCCC3)cc2NC(=O)/C=C/c2ccc(OC)c(OC)c2)CC1,-1.1,18%,11%,-3%,-5%,?,-4,6%,7%
Cc1ccc(-c2nnc3ccc(SCC(=O)NCc4ccco4)nn23)cc1,-0.3,5%,-5%,-5%,-2%[57.5 µM],-7%,.,-15%,6%
CCOC(=O)Cc1nc(-c2ccccc2)n[nH]1,1.0,2%,1%,-4%,-6%,2%,1,-4%,9%
Cn1c(=O)n(C)c2cc(S(=O)(=O)Nc3cc(Cl)ccc3O)ccc21,3.5,0%,5%,-18%,-2%,6%,-19,-16%,8%
